# High-throughput results from PubChem BioAssay.
# KOR beta-arrestin-1: KOR antagonists, beta-arrestin recruitment, cell-based, luminescence, uHTS (AID 1778) | KOR beta-arrestin recruitment, luminescence, antagonist mode; higher % means a stronger effect | inhibition, % at 10 µM; hits with a dose series show IC50 in µM | 0.091% of 290,000 active; note: strong numbers were not always called active
# PMI inhibitors: inhibitors of human PMI, primary screen, biochemical, fluorescence intensity, coupled assay (AID 1209) | purified PMI enzyme, coupled fluorescence intensity; higher % means a stronger effect | inhibition, % at 20 µM; hits with a dose series show IC50 in µM | 0.42% of 190,000 active;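 note: plate controls were DMSO vehicle for no effect and wells lacking substrate for full effect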
# TNAP activation fold: stimulation of alkaline phosphatase TNAP activity – biochemical, luminescent, no phosphate acceptor, uHTS, primary screen (AID 1001); one-dose activation fold at 20 µM; EC50 in µM for titrated hits; purified TNAP, luminescent activation assay, no phosphate acceptor; higher activation fold means a stronger effect; 0.03% of 200,000 active; in the data active = activation fold from about 3, or a potency from the dose series; inactive = the rest, 99 in 100 with activation fold below about 1.6; note: many of its hits are not listed in these tables
# LYP phosphatase: inhibitors of LYP phosphatase, biochemical, fluorescence intensity, uHTS (AID 1779); recombinant LYP phosphatase, fluorescence intensity; higher % means a stronger effect; one-dose inhibition, % at 11.5 µM; IC50 in µM for titrated hits; 0.054% of 290,000 active;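 note: plate controls were vehicle with enzyme for no effect and no enzyme for full effect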
# PMI inhibition: human PMI inhibitors, high substrate, primary screen, biochemical, fluorescence intensity, high mannose 6-phosphate (AID 1220). inhibition, % at 20 µM; hits with a dose series show IC50 in µM. recombinant PMI enzyme, coupled fluorescence intensity; higher % means a stronger effect. 0.66% of 190,000 active
# NOD1 inhibition: NOD1 signaling inhibitors, primary screen, cell-based, luminescence, uHTS (AID 1578); NOD1-driven NF-kB luciferase reporter cells, luminescence; higher % means a stronger effect; one-dose inhibition, % at 4 µM; EC50 in µM for titrated hits; 1% of 290,000 active; in the data active = inhibition mostly above about 36%, no sharp cut-off; inactive = mostly below about 34%;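 note: HEK-293T reporter cells stimulated with the NOD1 agonist gamma-tri-DAP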
# HEK293 NOD2/NF-kB: inhibition of NOD2-driven NF-kB reporter – cell-based, luminescence, uHTS, HEK293 (AID 1566) | HEK293 NOD2/NF-kB luciferase reporter, luminescence; higher % means a stronger effect | one-dose inhibition, % at 4 µM; EC50 in µM for titrated hits | 0.63% of 290,000 active; note: many of its hits are not listed in these tables
# KOR beta-arrestin-2: kappa opioid receptor activators – cell-based, luminescence, uHTS, primary screen (AID 1777); KOR beta-arrestin recruitment, luminescence; higher % means a stronger effect; 0.02% of 280,000 active; activation, % at 10 µM; hits with a dose series show EC50 in µM; in the data active = activation above about 50%, passing the limit was not always enough; note: a part of the inactive calls stands beside numbers as strong as those of hits
# XIAP displacement: XIAP antagonists, biochemical, IAP family, fluorescence polarization (AID 1018). XIAP BIR domain, fluorescence polarization peptide displacement; higher % means a stronger effect. one-dose displacement, % at 20 µM; IC50 in µM for titrated hits. 0.007% of 200,000 active; in the data active = displacement above about 50%; note: a part of the inactive calls stands beside numbers as strong as those of hits
# Numbers without * were called inactive; / = no result given; [ ] = another dose, or the depositor's remark. Cut-off read from the data, not from the text of the source, unless noted: active = inhibition above about 50%; inactive = the rest. These rows are one share of the data; the hit share may differ from the screen's.
Structure	KOR beta-arrestin-1	PMI inhibitors	TNAP activation fold	LYP phosphatase	PMI inhibition	NOD1 inhibition	HEK293 NOD2/NF-kB	KOR beta-arrestin-2	XIAP displacement
COc1ccc(-c2nc(-c3ccccc3)nc(N3CCN(C)CC3)c2C#N)cc1	-100%	13%	1.1	-3%	4%	17%	10%	1.5%	-2.0%
CCCNS(=O)(=O)c1ccc(C(=O)NCC2CCCO2)cc1 (stereo not given)	15%	2%	1.1	-2%	-2%	-18%	-4%	1.9%	-13%
COc1ccc(-n2ncc3c(=O)n(CC(=O)Nc4ccc5c(c4)OCCO5)cnc32)cc1	-11%	/	/	-9%	/	-28%	1%	-2.3%	/
COc1ccccc1CNc1nc2ccccc2n1CCN1CCCCC1	/	-3%	1.1	-9%	-12%	-14%	-15%	/	-2.8%
Cc1nnc(SCC(=O)Nc2ccc([N+](=O)[O-])cc2)n1C	4%	/	/	2%	/	-5%	-4%	2.6%	/
O=C(COc1nncc2ccccc12)Nc1ccc(F)c(F)c1	22%	-5%	1.1	-2%	-2%	-39%	20%	-2.9%	-3.3%
C=CCc1cccc(/C=N/NC(=O)c2ccc3nc[nH]c3c2)c1O	-19%	/	/	-4%	/	-2%	50%	-1.4%	/
C/C(=C\c1ccccc1)C(=O)NCCc1ccccc1	-16%[20 µM]	6%	1	-3%	10%	-50%	-124%	-3.4%	-0.7%
CCOc1ccc2oc(C(=O)NC(C)(C)CC)c(C)c2c1	3%	1%	1.1	-7%	3%	-34%	-26%	1.1%	-5.6%
C=CCNC(=O)c1onc(CSc2ccccc2CC)c1C(=O)O	20%	-3%	1.1	-4%	-8%	-50%	-10%	-1.8%	-7.6%
Cc1ccc(CN(Cc2cc3cccc(C)c3[nH]c2=O)C(=O)N(C)C)cc1	17%	12%	1.1	-1%	8%	0%	6%	-3.2%	-1.6%
Clc1ccc(Nc2cc(-c3ccccc3)nc3ncnn23)cc1	-33%	/	/	-10%	/	-8%	-11%	2.0%	/
Cn1ccnc1-c1nc2ccccc2[nH]c1=O	11%	-8%	1.2	-2%	-1%	-34%	2%	-2.8%	-5.4%
O=C(COC(=O)CSCC(=O)N1CCCCC1)NCc1ccc(F)cc1	-8%	2%	1.2	-8%	4%	-5%	0%	5.1%	0.6%
Cc1ccc(S(=O)(=O)N(CC(=O)N2CCN(c3ccc(F)cc3)CC2)C2CCCCC2)cc1	35%	-1%	0.9	2%	3%	10%	10%	1.2%	-2.5%
CCCCCNC(=O)c1ccc2c(=O)n(CC3CCCO3)c(=O)[nH]c2c1 (stereo not given)	-24%	0%	1.1	-4%	2%	-6%	0%	2.3%	-2.8%
Cc1cc(C)nc(SCNC(=O)c2ccc(Cl)cc2)n1	-24%	-4%	1.2	-6%	-5%	-10%	10%	-2.6%	-1.8%
O=C(CCNC(=O)C1CCN(S(=O)(=O)c2ccccc2)CC1)NCc1cccc(C(F)(F)F)c1	33%	/	/	-1%	/	-19%	2%	0.9%	/
O=C(NCC1CC1)c1ccccc1Cl	13%	/	/	-2%	/	-16%	6%	-5.0%	/
C#CCOCCOCCOCCNc1nc(N2CCN(C(=O)C([C@@H](C)CC)n3cc(C(N)CO)nn3)CC2)nc(N2CCN(C(=O)[C@H](CCC(=O)O)n3cc(C(N)CC(C)C)nn3)CC2)n1 (stereo not given in full)	13%	-11%	1	-8%	-12%	-8%	-11%	-0.5%	-2.7%
CCCCS(=O)(=O)N1CCN(S(=O)(=O)c2ccc(Cl)s2)CC1	4%	/	/	-5%	/	-11%	11%	1.9%	/
O=C(CCc1ccncc1)N1CCCC(Nc2ccc(F)cc2)C1 (stereo not given)	14%	/	/	-6%	/	-1%	0%	-3.2%	/
CCCCNC(=O)Cc1ccc(Br)cc1	16%[20 µM]	6%	1	-4%	5%	28%	-10%	-1.4%	2.9%
COc1cc(/C=N/NC(=O)C2COc3ccccc3O2)cc(OC)c1OC (stereo not given)	4%	5%	1	-3%	13%	-15%	3%	2.3%	-7.4%
Nc1nc(SCC(=O)N2CCCCC2)[nH]c(=O)c1NC(=O)c1ccccc1F	-3%	/	/	-5%	/	-25%	3%	3.6%	/

# The final 4 entries of the section before lead into the next:
Structure	KOR beta-arrestin-1	PMI inhibitors	TNAP activation fold	LYP phosphatase	PMI inhibition	NOD1 inhibition	HEK293 NOD2/NF-kB	KOR beta-arrestin-2	XIAP displacement
O=C(CCc1ccncc1)N1CCCC(Nc2ccc(F)cc2)C1 (stereo not given)	14%	/	/	-6%	/	-1%	0%	-3.2%	/
CCCCNC(=O)Cc1ccc(Br)cc1	16%[20 µM]	6%	1	-4%	5%	28%	-10%	-1.4%	2.9%
COc1cc(/C=N/NC(=O)C2COc3ccccc3O2)cc(OC)c1OC (stereo not given)	4%	5%	1	-3%	13%	-15%	3%	2.3%	-7.4%
Nc1nc(SCC(=O)N2CCCCC2)[nH]c(=O)c1NC(=O)c1ccccc1F	-3%	/	/	-5%	/	-25%	3%	3.6%	/
COc1cc(S(=O)(=O)NCc2ccncc2)c(OC)cc1Cl	10%	7%	1.1	-6%	5%	-12%	26%	-0.9%	-5.4%
O=C(NNc1cc(Cl)ccc1Cl)c1cccnc1Cl	-12%	-88%	1.1	-3%	-102%	-45%	-56%	1.2%	-6.3%
CCc1ccc(C2=NN(c3ccc(S(N)(=O)=O)cc3)C(c3ccc(F)cc3)C2)cc1 (stereo not given)	44%	20%	1.4	-32%	28%	-11%	-3%	0.5%	-4.2%
O=C(CC(C(=O)O)C1CCCO1)Nc1cccc(C(F)(F)F)c1 (stereo not given)	-43%	15%	1.1	-10%	13%	-4%	10%	2.0%	2.4%
COc1ccc(S(=O)(=O)NC2CCCCC2)cc1C	4%	6%	1.1	0%	5%	/	11%	0.6%	0.0%
CSc1ncccc1C(=O)NC(C)CCc1ccccc1 (stereo not given)	-6%	/	/	-2%	/	-1%	16%	2.5%	/
Oc1ccc(/C=N/Nc2ncnc3c2ncn3Cc2ccccc2)cc1O	19%	37%	1.5	-3%	9%	5%	-3%	-5.1%	-2.6%
Cc1nnsc1-c1nnc(SCC(=O)c2ccc(C#N)cc2)n1C1CC1	5%	/	/	-4%	/	-3%	12%	1.5%	/
CCCCCC(=O)Nc1ccc(S(=O)(=O)Nc2nccc(C)n2)cc1	-6%	-13%	1.2	-2%	-5%	-18%	20%	-2.5%	-4.3%
CCOC(=O)/C(C#N)=C/c1cccn1-c1ccc(Cl)cc1	-6%	/	/	-3%	/	-2%	7%	1.2%	/
Cc1nc(-c2nc(-c3c(C(=O)NN)noc3C)cs2)cs1	3%	-7%	1	-3%	-3%	-36%	-18%	-3.9%	-0.3%
CCCC1Cc2nc(N3CCCCC3)c(C#N)cc2CO1 (stereo not given)	-62%	4%	1.1	-11%	-1%	-17%	1%	-5.2%	-6.4%
COCCCn1cc(C(=O)c2cc(Br)ccc2O)cc(C#N)c1=O	35%	-5%	1.2	1%	0%	15%	0%	-0.4%	-9.8%
Cn1c(/C=C/c2ccccc2)nc2ccccc2c1=O	-17%	/	/	4%	/	-13%	-26%	3.0%	/
Cc1nc(SCc2cccc(Oc3ccccc3)c2)n[nH]1	1%	-3%	1.1	-2%	4%	3%	-17%	-0.5%	-4.7%
COC(=O)c1c(C)[nH]c(C)c1C(C)=O	19%	/	/	-7%	/	-6%	4%	-2.7%	/
Cn1c(C(=O)OC(C(=O)NC(C)(C)C)c2cccnc2)cc2sccc21 (stereo not given)	-17%	3%	1.1	-2%	-5%	-31%	26%	2.9%	-7.5%
CCOC(=O)c1csc(NC(=O)CN2CCCCC2)n1	12%	/	/	-7%	/	0%	2%	-0.7%	/
CCOC(=O)c1c(C)[nH]c(C)c1C(=O)CSc1nc2ccccc2c(=O)n1-c1ccc(C)cc1	17%	33%	1	4%	24%	-25%	-12%	-3.2%	-4.5%
O=C(NCC(c1cccnc1)N1CCN(c2ccc(F)cc2)CC1)OCc1ccccc1 (stereo not given)	36%	0%	1.1	-1%	-12%	49%	0%	16%	-6.8%
CCN(CC)CCn1c(O)c(N=O)c2ccccc21	-8%	-6%	0.9	-2%	-2%	39%	14%	5.0%	-3.7%
CC(C)n1c(-c2ccccc2)nc(=S)c2c1CCCC2	-7%	0%	1.1	0%	-5%	-28%	15%	1.1%	-1.3%
CCOc1nc(C)nc(NC(=O)NS(=O)(=O)c2ccccc2Cl)n1	-29%	3%	1.1	-11%	-1%	8%	9%	3.9%	-6.4%
Cc1ccc(SC[C@H](Cc2ccccc2)N2CCN(CCc3ccccc3)CCC2=O)cc1	-3%	/	/	-8%	/	-3%	-48%	0.9%	/
O=S(=O)(NCC1CCCO1)c1ccc(Cl)nc1 (stereo not given)	12%	/	/	-9%	/	-7%	12%	-0.6%	/

# (continued)
Structure	KOR beta-arrestin-1	PMI inhibitors	TNAP activation fold	LYP phosphatase	PMI inhibition	NOD1 inhibition	HEK293 NOD2/NF-kB	KOR beta-arrestin-2	XIAP displacement
COc1cccc(NC(=O)N2CCCC2C(=O)NC2CCCCC2)c1 (stereo not given)	-11%	/	/	-9%	/	-10%	-7%	-2.4%	/
N#CCc1nn(-c2ccccc2)c(N)c1C#N	12%	5%	1.1	-3%	6%	-2%	15%	-1.5%	1.7%
CCOC(=O)C(=CNc1cc(C)ccn1)C(=O)OCC	6%	9%	1.1	0%	3%	-27%	8%	-7.1%	-6.0%
CCOCCCNC(=O)c1ccc2c(=O)n(Cc3ccc(OC)cc3)c(=O)[nH]c2c1	-7%	0%	1.1	-3%	4%	-18%	5%	-2.0%	-7.3%
COc1cc(C(=O)OCC#N)ccc1OCc1c(C)noc1C	18%	/	/	-8%	/	0%	2%	/	/
CN(C)CC(C)(C)CNS(=O)(=O)c1ccc(Cl)cc1	-4%	-17%	0.9	-3%	-13%	-30%	-2%	-2.7%	-4.7%
CSS(=O)(=O)c1cccc2cccnc12	15%	/	/	-8%	/	-8%	8%	1.4%	/
O=c1nc(N2CCOCC2)ccn1-c1nc(-c2ccccc2)sc1-c1ccccc1	-16%	/	/	-5%	/	17%	-29%	2.7%	/
NS(=O)(=O)c1ccc(CCNC(=O)c2cnc(Cl)c(Cl)c2)cc1	-17%	/	/	-9%	/	-15%	-8%	1.9%	/
CCOC(=O)c1c(S(=O)(=O)N2c3ccccc3CC2C)c(C)n(C)c1C (stereo not given)	-15%	/	/	-12%	/	-9%	8%	-4.9%	/
O=C(NC1CCCCC1)C(=S)NCCc1ccccc1	5%	-2%	1.1	-8%	-7%	-41%	-10%	-2.1%	-5.0%
Cc1cccc(OCc2nnc(SCC(=O)O)n2-c2ccccc2)c1	-41%[20 µM]	/	/	-6%	/	-7%	10%	6.0%	/
Cc1cc(Oc2ccc(Cl)cc2)nc(-c2ccccc2O)n1	-76%	-8%	1.1	9%	-16%	50%	-6%	-3.3%	-5.0%
CCN(C(=O)CSc1ncccn1)C1CCS(=O)(=O)C1 (stereo not given)	30%	/	/	-12%	/	-10%	11%	-6.4%	/
CSC1=NC(C)(C)C=C(/C=C/c2ccc(Cl)cc2)N1	21%	-46%	1.3	-1%	-44%	31%	-75%	-4.6%	-3.2%
CC(C)C(=O)Nc1nnc(S(=O)(=O)N2CCc3ccccc32)s1	-21%[20 µM]	/	/	-5%	/	8%	12%	2.7%	/
Cc1cc(=O)n2cc(-c3ccccc3)nc2[nH]1	-10%	2%	1.1	-17%	9%	-8%	-4%	2.5%	-2.9%
